Screening data (PubChem BioAssay)
LANA DNA inh: inhibitors of KSHV LANA C-terminal domain DNA binding; MBP-C-LANA/FAM-LBS DNA binding, fluorescence polarization; inhibition, % at 9 µM; 0.078% of 340,000 active;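 active = highest replicate inhibition at or above 60% at 9 µM, even if other replicates fall short; inactive = all replicates below 60% inhibition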;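 note: 0% = neutral control wells and 100% = 4 µM acridine orange control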
SR-BI uptake up: SR-BI HDL lipid transfer activation; CHO ldlA[mSR-BI] cells, DiI-HDL uptake fluorescence, 3 h; 100 = double the neutral-control signal; activation, % at 12.5 µM; 0.096% of 320,000 active; AID 504775;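 active = mean replicate activation of at least 60% and every replicate at or above 60%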;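 note: 0% = median plate neutral-control signal and 100% = twice that signal; values of inactives mirror those of a sister screen read the other way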
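Test system: SR-BI-overexpressing, LDLR-lacking CHO cells; Also added: labelled HDL, 10 µg/mL; Measured by: bottom-read cell fluorescence after medium removal, ex 550/em 595 nm; Timing: 3 h uptake period with compound, 37 °C; Buffer or medium: F12, 0.5% BSA, 25 mM HEPES; Doses: single compound concentration, delivered by pin transfer.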
PKA-R2B activ: activates the human PKA-R2B holoenzyme complex. P22694+P31323. 0.079% of 340,000 active. PKA-R2B holoenzyme dissociation, Cy5-IP20 fluorescence polarization; R2B truncated from residue 108, S112A mutant; 0% DMSO only, 100% 113 µM cGMP. activation, % at 11.4 µM;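 active = activation above a cutoff set at the mean over all compounds plus 3 SD, cut at about 18% in these data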;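 note: higher means more holoenzyme dissociation and a rise in polarization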
SR-BI DiI inh: inhibitors of mouse SR-BI mediated HDL lipid uptake | ldlA[mSR-BI] CHO cells, DiI-HDL uptake fluorescence, 3 h | inhibition, % at 12.5 µM | 0.96% of 320,000 active | AID 488896;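 active = mean replicate inhibition of at least 70% and a set share of replicates each scoring 70 or more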;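 note: 0% = median of neutral control wells and 100% = median of positive control wells; values of inactives mirror those of a sister screen read the other way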
NSD2 HMT inh: blocks human histone methyltransferase NSD2 | 0.54% of 310,000 active | inhibition, % at 12.5 µM | O96028 | NSD2 peptide methylation, AlphaScreen, 120 min; in the data active = inhibition above about 50%
Target sequence (O96028 whole entry, looked up): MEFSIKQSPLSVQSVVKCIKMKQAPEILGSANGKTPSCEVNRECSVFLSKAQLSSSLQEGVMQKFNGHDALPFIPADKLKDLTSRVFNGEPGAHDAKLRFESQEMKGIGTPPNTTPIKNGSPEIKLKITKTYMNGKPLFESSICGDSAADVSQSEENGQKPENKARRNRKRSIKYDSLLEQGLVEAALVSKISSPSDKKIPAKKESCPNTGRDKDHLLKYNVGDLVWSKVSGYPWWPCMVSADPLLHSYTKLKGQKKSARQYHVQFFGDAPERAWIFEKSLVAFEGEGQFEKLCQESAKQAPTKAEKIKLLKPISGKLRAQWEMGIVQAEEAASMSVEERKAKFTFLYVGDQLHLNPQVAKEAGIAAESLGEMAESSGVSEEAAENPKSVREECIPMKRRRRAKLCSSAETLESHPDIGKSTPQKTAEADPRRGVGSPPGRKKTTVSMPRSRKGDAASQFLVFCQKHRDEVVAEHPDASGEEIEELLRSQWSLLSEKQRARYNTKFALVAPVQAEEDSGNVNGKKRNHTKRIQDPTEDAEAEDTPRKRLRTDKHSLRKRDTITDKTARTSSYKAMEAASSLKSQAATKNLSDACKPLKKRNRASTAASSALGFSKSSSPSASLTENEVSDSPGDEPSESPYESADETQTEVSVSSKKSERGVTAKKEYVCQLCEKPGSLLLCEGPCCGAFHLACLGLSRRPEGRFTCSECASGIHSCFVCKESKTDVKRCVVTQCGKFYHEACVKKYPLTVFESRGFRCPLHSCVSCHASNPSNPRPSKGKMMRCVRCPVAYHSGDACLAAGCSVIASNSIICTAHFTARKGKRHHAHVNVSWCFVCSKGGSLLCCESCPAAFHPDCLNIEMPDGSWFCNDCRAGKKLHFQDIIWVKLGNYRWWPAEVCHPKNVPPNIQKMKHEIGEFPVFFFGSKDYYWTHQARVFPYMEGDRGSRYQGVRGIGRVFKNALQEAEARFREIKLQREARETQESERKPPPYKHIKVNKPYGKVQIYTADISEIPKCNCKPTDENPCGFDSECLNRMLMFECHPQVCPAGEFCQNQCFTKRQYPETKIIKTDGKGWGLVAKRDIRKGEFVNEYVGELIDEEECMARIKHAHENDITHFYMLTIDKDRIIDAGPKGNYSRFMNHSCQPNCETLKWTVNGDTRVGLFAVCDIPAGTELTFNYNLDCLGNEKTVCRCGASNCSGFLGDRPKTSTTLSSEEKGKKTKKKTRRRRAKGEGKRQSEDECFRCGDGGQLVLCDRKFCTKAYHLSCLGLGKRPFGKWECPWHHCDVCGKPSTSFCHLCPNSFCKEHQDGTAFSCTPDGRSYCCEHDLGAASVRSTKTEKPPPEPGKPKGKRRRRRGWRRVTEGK
Keap1-Nrf2 PPI: Keap1-Nrf2 (human) interaction inhibition; AID 504523; Keap1 Kelch-Nrf2 peptide fluorescence polarization, 1536-well; Q14145; 0.15% of 340,000 active; inhibition, % at 9.4 µM; in the data active = inhibition above about 12%;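 note: human Keap1 Kelch domain with fluorescein labeled Nrf2 9mer peptide probe; 0% = neutral control wells and 100% = peptide positive control; higher means more block of Keap1 binding to Nrf2 peptide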
DAGLB inhibitor: blocks human DAGLB lipase activity; 0.059% of 340,000 active; HEK293T DAGLB membrane lysate, EnzChek fluorogenic substrate; inhibition, % at 5.17 µM; Q8NCG7; in the data active = inhibition above about 34%;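 note: 0% = enzyme with vehicle and 100% = wells lacking enzyme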
PvdQ acylase: blocks Pseudomonas aeruginosa PvdQ acylase activity; purified PvdQ acylase, fluorescence plate reader; inhibition, % at 10 µM; 0.063% of 340,000 active; in the data active = inhibition above about 30%, passing the limit was not always enough;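 note: 0% = vehicle neutral wells and 100% = reference inhibitor wells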
Arr AP2 block: blocks beta-arrestin peptide binding to AP2 adaptin; 0.31% of 340,000 active; FITC-arrestin peptide / GST-AP2 beads, flow cytometry; AP2 beta2 appendage carries R879A mutation; inhibition, % at 10 µM;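 active = inhibition above a set limit, near 3 SD of compounds lacking own fluorescence, cut at about 54% in these data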;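 note: plate controls were DMSO wells for no effect and 5 µM unlabelled arrestin peptide for full effect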
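Material – GST-tagged AP2 beta2-adaptin appendage (R879A) on 4 µm glutathione beads · Probe or stimulus – fluorescein-tagged arrestin peptide at 50 nM final · Timing – 12 min plus 1 h, RT · Detection – bead flow cytometry, FITC channel · Read-out basis – inhibition as reduced fluorescein signal on beads, percent · Medium – PBS plus Tween 20 (0.05%) and BSA (0.1%)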
Cardiac RTF inh: cardiac RTF calcium desensitization. inhibition, % at 7.15 µM. AID 493244. 0.12% of 340,000 active. IANBD-labeled cardiac RTF, Ca2+ fluorescence. P19429+P45379;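 active = inhibition above the mean inhibition of all tested compounds plus 3 SD, cut at about 17% in these data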;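 note: assay run at fixed EC70 calcium of 1.6 mM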
Numbers without * were called inactive; . = no result given.

Below each compound: Cardiac RTF inh | NSD2 HMT inh | Keap1-Nrf2 PPI | LANA DNA inh | SR-BI uptake up | PKA-R2B activ | PvdQ acylase | Arr AP2 block | SR-BI DiI inh | DAGLB inhibitor
(1) COC(=O)Cn1nc(-c2ccc(C)cc2)c2ccccc2c1=O
  1.3 | -0.8 | 8.5 | -1.3 | -3.8 | 0.3 | 2.9 | 41.6 | 3.8 | -0.1
(2) CC(=O)Nc1ccc(N/C=C(\C=O)c2nc3ccccc3o2)cc1
  -0.3 | 1.6 | 5.9 | 3.7 | -26.4 | -3.9 | 12.6 | -26.7 | 26.4 | 0.3
(3) CCN1/C(=C/c2cccc[n+]2C)Sc2ccc(OC)cc21
  -5.4 | 17.1 | -6.5 | 1.0 | -7.5 | 10.9 | -4.7 | -21.0 | 7.5 | -0.4
(4) COc1ccccc1N1CCN(C(=O)c2cccc3c(=O)c(C)c(-c4ccccc4)oc23)CC1
  -1.6 | -1.0 | -2.2 | -0.7 | 5.9 | -0.8 | -7.5 | -0.2 | -5.9 | 2.2
(5) CC1(C)c2ccccc2-c2nc3ccccc3cc2C1N1CCOCC1 (configuration not stated)
  -3.6 | 33.2 | -0.6 | 0.2 | -0.5 | -12.6 | 9.3 | 5.2 | 0.5 | -2.7
(6) Cc1cccc(NC(=O)C2C(C(=O)O)C3C=CC2C32CC2)c1C (configuration not stated)
  1.9 | -1.9 | -8.9 | 1.0 | -38.5 | -2.1 | -2.1 | -6.0 | 38.5 | 4.1
(7) CC1CCC/C(=N\NC(=O)COc2ccccc2Cl)C1 (configuration not stated)
  0.3 | 1.3 | -0.4 | 1.2 | 9.4 | -6.0 | -13.4 | 4.2 | -9.4 | -4.2
(8) COC(=O)CC1=NN(c2nc(C)cc(C)n2)C(=O)C1
  -6.5 | -0.8 | -2.9 | -4.8 | 16.8 | -4.8 | -14.2 | 9.9 | -16.8 | -2.2
(9) COc1ccc(CN2CCC(=O)N([C@H](CO)CC(C)C)CC2)cc1
  2.7 | . | -2.4 | -1.1 | 12.0 | 1.2 | -3.7 | -1.6 | -12.0 | 3.0
(10) CCOC(=O)c1cnc2c(Cl)cccc2c1NCCCN1CCOCC1
  -6.5 | -1.5 | -0.4 | 1.8 | -3.1 | -4.3 | -10.6 | -3.6 | 3.1 | -0.8
(11) O=C(c1cc2nc(-c3ccccc3)cc(C(F)(F)F)n2n1)N1CCCC1
  -6.3 | -6.1 | -5.7 | 0.8 | . | -9.8 | -1.3 | 10.0 | . | 0.4
(12) CN1CCN(NC(=O)c2cc([N+](=O)[O-])cc([N+](=O)[O-])c2)CC1
  0.6 | 0.5 | -3.0 | -1.5 | 14.8 | -0.4 | -12.0 | -1.8 | -14.8 | -1.9
(13) COC(=O)c1c(C)oc2c1cc(NS(=O)(=O)c1cccs1)c1ccccc12
  -9.1 | -6.8 | -8.1 | -1.2 | . | 1.3 | -9.4 | 3.1 | . | -0.2
(14) COc1ccccc1NC(=S)NNC(=O)c1ccc(O)cc1
  -6.4 | -1.4 | -3.6 | 0.5 | -5.0 | 6.0 | -15.3 | -4.0 | 5.0 | -0.9
(15) COc1ccc2c(c1)CCc1sc(NC(=O)c3ccco3)nc1-2
  -5.7 | . | -1.4 | -1.4 | -20.2 | -17.0 | 9.2 | 9.8 | 20.2 | -5.0
(16) CCOc1ccc(NC(=O)c2sc3nc(N4CCOCC4)c4c(c3c2N)CCCC4)cc1
  1.7 | -1.0 | -3.4 | 1.1 | -35.2 | -13.5 | 2.4 | -6.8 | 35.2 | -5.4
(17) CC(C)NC(=O)/C(=C/c1cn(-c2ccccc2)nc1-c1cccc([N+](=O)[O-])c1)NC(=O)c1ccccc1
  6.3 | -2.4 | -7.8 | -0.6 | 12.6 | -1.0 | -7.1 | -5.1 | -12.6 | -1.2
(18) CC(C)c1onc(C(=O)NCc2cccs2)c1[N+](=O)[O-]
  -8.7 | -0.3 | -5.4 | 0.6 | 17.2 | 0.5 | -14.9 | 0.1 | -17.2 | -0.3
(19) CC1=NC(=O)C(N=Nc2cccc(C(=O)O)c2)N1c1ccccc1 (configuration not stated)
  -4.4 | 5.9 | 0.0 | -0.7 | -7.7 | 2.4 | -1.6 | 18.8 | 7.7 | 9.6
(20) CCOC(=O)c1cc(C(=O)OCC)c(=O)[nH]c1SCc1ccccc1
  -1.2 | 2.8 | -1.4 | -2.0 | 21.2 | -7.1 | -4.8 | 9.5 | -21.2 | 3.5
(21) COC(=O)C1CCN(C(=O)CN2C(=O)NC(CCc3ccccc3)C2=O)CC1 (configuration not stated)
  -1.7 | -2.9 | -2.3 | 0.6 | -6.2 | -0.9 | -0.5 | 8.4 | 6.2 | 1.3
(22) Cc1cc(NC(=O)Nc2ccc(C)c(C)c2)no1
  -3.5 | -0.9 | 1.6 | 2.8 | -21.5 | 4.6 | -9.5 | 5.3 | 21.5 | -0.3
(23) O=C(NNC(=O)C1CCC1)c1ccc(Br)cc1
  9.7 | -1.2 | -0.5 | -0.3 | 14.8 | -3.3 | -21.4 | -11.8 | -14.8 | -0.8
(24) CCCC(=O)c1cc2ccccc2oc1=O
  -3.3 | -1.0 | -0.7 | -0.1 | 12.6 | 6.0 | -8.3 | 2.4 | -12.6 | -1.8
(25) Cn1cccc1C(=O)NNC(=O)COc1ccccc1Cl
  -1.3 | 28.9 | 1.9 | -0.5 | 10.9 | 1.8 | -4.0 | 4.1 | -10.9 | -0.1
(26) CCOC(=O)C(C)Sc1nc(-c2ccccc2)nc2ccc(F)cc12 (configuration not stated)
  -3.0 | -3.9 | 3.3 | 0.4 | -19.3 | 0.1 | -11.2 | 13.7 | 19.3 | -13.5
(27) Cc1cc(CNC(=O)c2cc(-c3ccccc3)nc3ccccc23)nn1C
  -8.7 | 3.3 | -4.4 | -1.7 | -24.9 | -1.6 | -5.5 | 6.1 | 24.9 | -1.2
(28) O=C(Nc1ccccc1OCc1ccccc1)c1ccccc1Br
  1.9 | 0.7 | 1.1 | 0.1 | -22.5 | 4.2 | -0.4 | -2.2 | 22.6 | -7.8
(29) O=S(=O)(c1cccc(C(F)(F)F)c1)N1CCC(c2nc3ccccc3[nH]2)CC1
  -26.0 | -1.9 | -5.5 | -1.0 | 9.2 | -7.4 | 1.5 | 8.5 | -9.2 | -4.2
(30) CCC(C)(C)c1nnc(NC(=O)c2ccc([N+](=O)[O-])cc2)s1
  0.1 | 6.9 | 2.7 | -1.2 | 3.8 | 14.7 | -10.0 | -1.6 | -3.8 | 1.5

Continuation:
Below each compound: Cardiac RTF inh | NSD2 HMT inh | Keap1-Nrf2 PPI | LANA DNA inh | SR-BI uptake up | PKA-R2B activ | PvdQ acylase | Arr AP2 block | SR-BI DiI inh | DAGLB inhibitor
(31) CCCN(Cc1nnc(-c2cccs2)o1)C(=O)CN1C(=O)NC2(CCC(C)CC2)C1=O (configuration not stated)
  -4.7 | -4.5 | 2.7 | 1.1 | -28.4 | 1.3 | -4.1 | 0.8 | 28.4 | -0.5
(32) CCN(C(=O)c1cccc(Br)c1)c1ccccc1
  -5.1 | -2.5 | -2.9 | -1.9 | -11.3 | -8.6 | 4.8 | 10.6 | 11.3 | -2.1
(33) CCOC(=O)c1c(NC(=O)CCN2CCOCC2)sc2c1CC(C)(C)OC2
  5.8 | -5.7 | -4.6 | 1.4 | -23.5 | -1.1 | -19.4 | -6.8 | 23.5 | -2.9
(34) Cc1ccc(C)c(OCCC(=O)OCC(=O)NCCc2ccc(S(N)(=O)=O)cc2)c1
  -10.4 | 3.4 | -4.0 | 2.1 | 12.4 | -9.4 | -21.0 | -7.8 | -12.4 | -2.0
(35) CNc1cc(C)c(C#N)c2nc3ccccc3n12
  4.8 | -1.5 | 1.2 | 1.4 | 1.3 | 0.8 | -10.5 | -8.1 | -1.3 | 2.2
(36) O=C(NCc1ccc2c(c1)OCO2)c1nc(Cn2cc(Br)cn2)no1
  -10.0 | -1.1 | -2.8 | -1.9 | 23.7 | 2.8 | -12.4 | -2.6 | -23.7 | -0.4
(37) O=C(Nc1ccccc1)NC(Cc1ccc(O)cc1)C(=O)O (configuration not stated)
  -9.2 | 0.5 | -4.6 | 2.3 | 11.4 | -6.5 | 0.6 | 2.9 | -11.4 | -4.5
(38) CCC(=O)NC(c1cc(Cl)c2cccnc2c1O)C(C)C (configuration not stated)
  4.5 | . | 0.5 | -0.4 | 15.2 | -3.4 | -7.2 | -3.5 | -15.2 | 8.1
(39) COc1ccccc1C(=O)Nc1nnc(S(=O)(=O)N2CCN(c3ccc(F)cc3)CC2)s1
  -0.1 | -2.4 | 3.9 | 1.0 | 16.4 | -3.5 | -8.3 | 13.6 | -16.4 | -0.6
(40) O=C(Cc1ccc(Cl)c(Cl)c1)Nc1ccc(S(=O)(=O)Nc2ncccn2)cc1
  2.2 | 6.7 | -5.5 | -0.8 | 4.6 | 1.4 | -9.7 | -4.2 | -4.6 | 4.6
(41) CCOC(=O)/C(=C\c1cn(C)c2ccccc12)[N+](=O)[O-]
  -11.1 | 2.2 | 0.8 | -0.3 | 15.8 | -10.9 | -13.2 | 2.6 | -15.8 | -1.2
(42) O=C(Nc1ccccc1F)c1cc(Cl)sc1Cl
  -1.5 | -2.2 | 4.8 | 0.5 | -4.9 | 8.1 | -4.4 | -0.7 | 4.9 | -7.5
(43) c1ccc(COCCN2CCN(CCOCc3ccccc3)CC2)cc1
  -8.3 | -2.0 | 2.0 | -0.6 | -12.2 | 5.6 | 3.6 | 29.1 | 12.2 | -0.5
(44) O=C(Nc1nccs1)c1cn(-c2ccccc2)nc1-c1ccncc1
  -8.4 | -9.1 | -5.1 | -0.2 | -43.0 | -2.7 | -9.5 | -0.9 | 43.0 | -2.1
(45) Cn1c(=O)c2c(nc(SCCCC#N)n2Cc2ccccc2F)n(C)c1=O
  2.4 | . | -5.2 | -1.1 | -30.4 | -5.1 | -13.0 | 6.5 | 30.4 | 1.3
(46) Cc1ccc(NC(=O)c2ccc([N+](=O)[O-])cc2Cl)nc1
  3.7 | 0.6 | -0.4 | 0.1 | -10.5 | -1.1 | 9.9 | 16.3 | 10.5 | -2.3

Limited to PvdQ acylase, NSD2 HMT inh and SR-BI uptake up, for some of the entries so far:
entry	SMILES	PvdQ acylase	NSD2 HMT inh	SR-BI uptake up
31	CCCN(Cc1nnc(-c2cccs2)o1)C(=O)CN1C(=O)NC2(CCC(C)CC2)C1=O (configuration not stated)	-4.1	-4.5	-28.4
32	CCN(C(=O)c1cccc(Br)c1)c1ccccc1	4.8	-2.5	-11.3

Results in sequence from the entries so far:
Compounds 35 to 46 in Arr AP2 block, in turn: -8.1, -2.6, 2.9, -3.5, 13.6, -4.2, 2.6, -0.7, 29.1, -0.9, 6.5, 16.3
Compounds 35 to 46 in Cardiac RTF inh, in turn: 4.8, -10.0, -9.2, 4.5, -0.1, 2.2, -11.1, -1.5, -8.3, -8.4, 2.4, 3.7
